# PAD4 inh – inhibitors of human PAD4; Q9UM07; recombinant PAD4, RCA probe fluorescence polarization; inhibition, % at 6.36 µM; hit rate 0.41% among 330,000; AID 485272;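 active = percent inhibition above a cutoff equal to the mean of all tested compounds plus 3 SD, cut at about 15% in these data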;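 also: 0% = PAD4 with RCA probe and DMSO and 100% = probe without PAD4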
# Target sequence (Q9UM07 whole entry, looked up): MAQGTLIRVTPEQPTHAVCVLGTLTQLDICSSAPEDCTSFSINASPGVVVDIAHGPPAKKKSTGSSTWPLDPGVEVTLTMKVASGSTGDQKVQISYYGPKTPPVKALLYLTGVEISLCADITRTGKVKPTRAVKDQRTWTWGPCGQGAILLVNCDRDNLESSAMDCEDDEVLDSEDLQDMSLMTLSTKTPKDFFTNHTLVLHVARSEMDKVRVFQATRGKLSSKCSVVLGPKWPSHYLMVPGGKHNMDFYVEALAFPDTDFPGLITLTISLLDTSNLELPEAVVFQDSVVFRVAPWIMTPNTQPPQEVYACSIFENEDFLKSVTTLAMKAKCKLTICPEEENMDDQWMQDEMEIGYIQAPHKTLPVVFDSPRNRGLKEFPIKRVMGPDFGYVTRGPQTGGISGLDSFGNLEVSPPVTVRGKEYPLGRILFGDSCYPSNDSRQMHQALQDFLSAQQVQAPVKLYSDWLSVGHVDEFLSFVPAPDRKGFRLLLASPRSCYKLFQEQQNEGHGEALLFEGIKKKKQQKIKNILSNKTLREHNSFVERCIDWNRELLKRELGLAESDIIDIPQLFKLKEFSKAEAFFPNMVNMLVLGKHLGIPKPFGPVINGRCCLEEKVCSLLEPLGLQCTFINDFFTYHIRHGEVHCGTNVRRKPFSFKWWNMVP
# LYPLA1 inh – counter-screen for PME1 inhibitors: inhibitors of human LYPLA1; O75608; recombinant LYPLA1, FP-Rh probe fluorescence polarization; inhibition, % at 5.9 µM; hit rate 0.16% among 320,000;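 active = inhibition above the mean of all tested compounds plus 3 SD, set per campaign, cut at about 14% in these data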;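 also: inhibitors block serine hydrolase probe labeling of LYPLA1 so polarization falls; 0% = enzyme with DMSO and 100% = wells lacking LYPLA1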
# LYPLA2 inh – LYPLA2 (human) inhibition in PME1 counter-screen; recombinant LYPLA2, FP-Rh probe fluorescence polarization; inhibition, % at 5.9 µM; hit rate 0.38% among 320,000; AID 2177;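 active = inhibition above the screen-wide mean plus 3 SD, limit set per campaign, cut at about 26% in these data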;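 also: 0% = LYPLA2 with DMSO and 100% = wells lacking LYPLA2 enzyme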
# PREPL inhibitor – inhibits the human prolyl oligopeptidase-like enzyme | recombinant PREPL, fluorescence polarization activity-based probe | inhibition, % at 5.96 µM | hit rate 0.68% among 320,000; in the data active = inhibition above about 43%;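 also: 0% = enzyme with DMSO and 100% = wells lacking enzyme; many of its hits are not listed in these tables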
# GSTO1 counter – counter-screen for RBBP9 inhibitors: inhibitors of human GSTO1; hit rate 1.1% among 300,000; recombinant GSTO1, activity-based probe fluorescence polarization; inhibition, % at 5.96 µM; AID 1974;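 active = inhibition above the campaign mean inhibition plus 3 SD, cut at about 35% in these data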;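 also: 0% = GSTO1-1 with DMSO and 100% = wells lacking GSTO1-1 enzyme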
# Target sequence (P78417 whole entry, looked up): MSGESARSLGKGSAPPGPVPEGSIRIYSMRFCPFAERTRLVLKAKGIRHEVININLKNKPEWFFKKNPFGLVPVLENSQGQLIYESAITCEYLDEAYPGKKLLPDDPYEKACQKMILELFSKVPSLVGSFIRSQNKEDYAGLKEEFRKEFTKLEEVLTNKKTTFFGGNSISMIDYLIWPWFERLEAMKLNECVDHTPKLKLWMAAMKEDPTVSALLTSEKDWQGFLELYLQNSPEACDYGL
# EBNA-1 inhibitor – blocks EBNA-1 binding to DNA; EBNA-1 DNA binding, fluorescence polarization; inhibition, % at 14.8 µM; hit rate 0.34% among 300,000; in the data active = inhibition above about 28%
# ZTA counter – ZTA (EBV) inhibition in EBNA-1 counter-screen | hit rate 0.15% among 320,000 | ZTA-DNA binding, fluorescence polarization | P03206 | AID 2234 | inhibition, % at 11 µM; in the data active = inhibition above about 33%
# PAFAH2 FP inh – PAFAH2 (human) inhibition; AID 492956; recombinant PAFAH2, FP-rhodamine activity probe, fluorescence polarization; hit rate 0.99% among 340,000; Q99487; inhibition, % at 3.39 µM;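 active = inhibition above the mean over all tested compounds plus 3 SD, cut at about 30% in these data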;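 also: inhibitors block probe labeling of enzyme so polarization drops; 0% = enzyme with DMSO and 100% = wells lacking PAFAH2 protein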
# PAFAH1B3 FP inh – blocks human PAF acetylhydrolase 1B catalytic subunit 3. recombinant PAFAH1B3, FP-rhodamine probe, fluorescence polarization. inhibition, % at 3.39 µM. hit rate 0.28% among 340,000. AID 492972;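 active = inhibition above the screen-wide average of all tested compounds plus 3 SD, cut at about 25% in these data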;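 also: 0% = enzyme with DMSO only and 100% = wells lacking PAFAH1B3 protein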
# * = called active by the depositor; . = no result given. Only part of the results is shown. The share of hits here may be higher or lower than overall.
1	Cc1cccc(CN2CCC(Oc3ccc(C(=O)N4CCCC4)cc3)CC2)n1
2	O=C(/C=C/c1ccccc1Cl)Nc1ccc2c(c1)C(=O)NC2=O
3	CCCC(C(=O)NC1CCCC1)N(Cc1cccs1)C(=O)c1snc(C(N)=O)c1N (stereo not drawn)
4	CCCn1c(=O)c(C(=O)N/N=C/c2ccc(F)cc2)c(O)c2ccccc21
5	CCOCCn1c(COc2ccccc2)nc2ccccc21
6	CSCC[C@H](NC(=O)Nc1ccc(C)cc1C)C(=O)O
Screen / compound no.	1	2	3	4	5	6
PAD4 inh	-1	-19	1	-3	-2	1
LYPLA1 inh	0	-42	4	-1	-1	4
LYPLA2 inh	7	-72	7	-3	2	8
PREPL inhibitor	-2	-9	5	7	1	-3
GSTO1 counter	-1	-24	1	-1	7	6
EBNA-1 inhibitor	-8	0	2	-2	2	11
ZTA counter	-4	-7	8	-7	-13	2
PAFAH2 FP inh	-4	-34	-1	-6	2	5
PAFAH1B3 FP inh	4	-27	0	10	9	4

# An excerpt from above, reduced to PAFAH2 FP inh.
entry	mol	PAFAH2 FP inh
5	CCOCCn1c(COc2ccccc2)nc2ccccc21	2
4	CCCn1c(=O)c(C(=O)N/N=C/c2ccc(F)cc2)c(O)c2ccccc21	-6
2	O=C(/C=C/c1ccccc1Cl)Nc1ccc2c(c1)C(=O)NC2=O	-34

# The results go on.
7	COc1cccc(C(=O)Nc2ccc(NC(=O)C(C)(C)C)cn2)c1
8	COc1ccccc1C(=O)Nc1c2c(nn1-c1cccc(C)c1C)CS(=O)(=O)C2
9	Cn1c(=O)n(CCc2ccccc2)c2ccccc21
10	CC(C)c1ccc(CN2CCN(S(=O)(=O)c3ccc(Cl)s3)CC2)cc1
11	CCOC(=O)c1sc(NC(=O)C(C)(C)C)cc1C
12	COc1ccc(C(=O)Nc2nc(N3C(=O)c4ccccc4C3=O)n(-c3ccccc3)n2)cc1
Screen / compound no.	7	8	9	10	11	12
PAD4 inh	1	-1	-3	1	0	4
LYPLA1 inh	0	1	1	0	-1	3
LYPLA2 inh	1	3	-2	3	-4	2
PREPL inhibitor	2	-1	3	8	-5	12
GSTO1 counter	7	-2	1	.	2	13
EBNA-1 inhibitor	15	-3	-2	.	9	0
ZTA counter	11	-1	-10	-5	-1	-7
PAFAH2 FP inh	-1	0	-8	6	5	1
PAFAH1B3 FP inh	6	0	4	6	1	7

# Shown with two lines to a compound: entries from further up
# The line under a structure holds: PAD4 inh	LYPLA1 inh	LYPLA2 inh	PREPL inhibitor	GSTO1 counter	EBNA-1 inhibitor	ZTA counter	PAFAH2 FP inh	PAFAH1B3 FP inh
12) COc1ccc(C(=O)Nc2nc(N3C(=O)c4ccccc4C3=O)n(-c3ccccc3)n2)cc1
→ 4	3	2	12	13	0	-7	1	7
8) COc1ccccc1C(=O)Nc1c2c(nn1-c1cccc(C)c1C)CS(=O)(=O)C2
→ -1	1	3	-1	-2	-3	-1	0	0
9) Cn1c(=O)n(CCc2ccccc2)c2ccccc21
→ -3	1	-2	3	1	-2	-10	-8	4

# New compounds follow:
13	CN1CCc2c(OCC(=O)NC3CCCCC3)cccc2C1=O
14	C=CCn1c(=S)[nH]c2scc(-c3ccco3)c2c1=O
15	N#C/C(=C\c1cccnc1)C(=O)NC1CCCCC1
16	CCCNC(=O)[C@H](C)NC(=O)c1ccc(Br)cc1
17	CC(C)(C)c1cc(Cl)ccc1OCCOCCN1CCCC1
18	Cc1ccc(CNC(=O)C2CCCCN2S(=O)(=O)c2ccccc2)cc1 (stereo not drawn)
Screen / compound no.	13	14	15	16	17	18
PAD4 inh	-1	-15	-2	-1	-4	-5
LYPLA1 inh	1	-2	-2	-1	3	2
LYPLA2 inh	4	-1	2	-2	7	5
PREPL inhibitor	-3	29	2	0	13	-6
GSTO1 counter	0	-9	5	1	8	-3
EBNA-1 inhibitor	6	-1	5	-2	2	-9
ZTA counter	-10	19	9	21	-16	-3
PAFAH2 FP inh	9	39*	-1	3	6	-4
PAFAH1B3 FP inh	7	15	6	2	5	6

19	CN(CC(=O)Nc1ncn[nH]1)S(=O)(=O)c1ccc(Cl)cc1
20	COc1ccc(CCNC(=O)C(=O)NCC2OCCN2S(=O)(=O)c2ccc(C)cc2)cc1OC (stereo not drawn)
21	CCN(CC1COc2ccccc2O1)C(=O)c1ccc(Cl)c(S(=O)(=O)N2CC(C)OC(C)C2)c1 (stereo not drawn)
22	CC(C)C[C@H](NC(=O)N1CCn2c1nc1ccccc12)C(=O)NCC1CCCO1 (stereo partly drawn)
23	C=CCN1C(=O)c2ccc(C(=O)N(C)CC(=O)Nc3ccccc3Cl)cc2C1=O
24	CCOc1ccccc1C(=O)Nc1cccc(-c2ccc(N3CCOCC3)nn2)c1
Screen / compound no.	19	20	21	22	23	24
PAD4 inh	-2	3	-2	2	0	0
LYPLA1 inh	1	3	2	3	3	-2
LYPLA2 inh	6	-2	0	10	3	4
PREPL inhibitor	-22	-2	28	1	1	-1
GSTO1 counter	4	10	0	0	8	-8
EBNA-1 inhibitor	7	4	-4	-2	0	0
ZTA counter	12	-7	5	-4	-17	10
PAFAH2 FP inh	-16	3	6	-1	-1	-7
PAFAH1B3 FP inh	3	9	4	12	3	1

25	Cc1cccc(Nc2ccccc2C(=O)O)c1C
26	CCOC(=O)c1c(NC(=O)CN2CCN(C(=O)c3ccco3)CC2)sc(C)c1C
27	COc1cc(NC(=S)NC(=O)CCc2ccccc2)cc(OC)c1
28	COCCCN(C(=S)Nc1cccc(Cl)c1)C(C)c1ccncc1 (stereo not drawn)
29	CCCCCCC1CC(C)(/C(C)=N/NC(N)=O)OC1=O (stereo not drawn)
30	CCCCN(C/C=C/c1ccccc1OC)Cc1ccccc1
Screen / compound no.	25	26	27	28	29	30
PAD4 inh	-1	3	1	-2	-3	-1
LYPLA1 inh	0	-2	-6	-2	4	0
LYPLA2 inh	4	1	2	7	1	-3
PREPL inhibitor	-1	25	-7	0	9	-11
GSTO1 counter	5	4	1	6	-3	1
EBNA-1 inhibitor	1	-1	8	14	7	1
ZTA counter	-3	-25	3	-5	-19	8
PAFAH2 FP inh	3	7	-2	-1	-1	3
PAFAH1B3 FP inh	5	-1	0	4	-1	7

31	O=S(=O)(NCCN1CCOCC1)c1cc(Cl)ccc1Cl
32	Cc1n[nH]c(=O)c2c(NC(=O)COC(=O)Cc3c(F)cccc3Cl)oc(C)c12
33	Cc1ccc(C2=NN(C(=O)COc3ncnc4ccccc34)C(c3ccco3)C2)cc1 (stereo not drawn)
34	O=C1CN(C(=O)c2ccccc2)C(c2ccccc2)c2cc(Cl)ccc2N1 (stereo not drawn)
35	O=C(Cc1ccccc1)NC1CCSc2ccccc21 (stereo not drawn)
36	O=C(Cc1ccc(Cl)cc1)c1c[nH]c(C(=O)NCCCn2ccnc2)c1
Screen / compound no.	31	32	33	34	35	36
PAD4 inh	-1	1	-2	1	-4	-3
LYPLA1 inh	0	0	3	2	-1	-2
LYPLA2 inh	6	-1	12	-4	2	-8
PREPL inhibitor	-5	-4	-20	20	2	2
GSTO1 counter	-8	-11	-5	1	1	0
EBNA-1 inhibitor	-4	-6	2	-2	8	-8
ZTA counter	-9	-11	3	8	7	-8
PAFAH2 FP inh	-1	-4	7	2	-8	7
PAFAH1B3 FP inh	7	9	10	1	0	-3

37	NC(=S)N=Nc1c(O)n(CCCl)c2ccccc12
38	COCCn1c(SC2CCOC2=O)nc2ccccc2c1=O (stereo not drawn)
39	CC(=O)Nc1ccc(NC(=O)CCCSc2nc3ccccc3s2)cc1
40	CN1C(=O)NC(c2ccc(O)cc2)C2=C1CN(c1ccc(O)cc1)C2=O (stereo not drawn)
41	O=C(CN1CCc2ccccc2C1)Nc1ccccc1C(=O)NC1CC1
42	CN(C(=O)c1cc(COc2ccc(F)cc2Cl)on1)C1CCCc2ccccc21 (stereo not drawn)
Screen / compound no.	37	38	39	40	41	42
PAD4 inh	-4	-5	-2	0	-4	3
LYPLA1 inh	1	6	-4	-4	1	-1
LYPLA2 inh	-2	7	-3	-2	1	-3
PREPL inhibitor	-1	-2	25	-5	0	29
GSTO1 counter	-1	8	-1	-12	.	-3
EBNA-1 inhibitor	-6	0	-2	9	.	5
ZTA counter	-1	-19	0	12	11	-3
PAFAH2 FP inh	.	1	3	0	-6	-4
PAFAH1B3 FP inh	.	11	8	6	-3	3

43	O=C1CCC(c2ccccc2)=NN1
44	CSCCC(NC(=O)c1ccccc1Cl)C(=O)Nc1ccc(C)c(S(=O)(=O)N2CCOCC2)c1 (stereo not drawn)
45	CCCc1nc2c(ccc3ccccc32)cc1CC
46	CCSc1nnc(NC(=O)C(NC(=O)c2ccc(Cl)cc2)C(C)C)s1 (stereo not drawn)
47	Cc1cc(C)nc(SCC(=O)NC2=NN=C(c3ccc(Br)cc3)CS2)n1
48	COc1ccc(-c2ccc(NS(=O)(=O)c3ccc([N+](=O)[O-])cc3)cc2)nn1
Screen / compound no.	43	44	45	46	47	48
PAD4 inh	-1	0	-3	-2	38*	0
LYPLA1 inh	1	-2	0	2	-2	-2
LYPLA2 inh	2	-1	7	0	0	2
PREPL inhibitor	11	12	4	-4	7	-6
GSTO1 counter	11	-7	0	-4	-9	0
EBNA-1 inhibitor	8	-2	-7	14	4	-7
ZTA counter	-11	-8	-22	13	12	8
PAFAH2 FP inh	-2	6	-9	4	2	4
PAFAH1B3 FP inh	8	2	5	5	3	9

49	O=C(Nc1nc(=O)c2ccccc2s1)c1ccc(F)cc1
50	Cc1cccc(C)c1OCCn1nnc2ccccc21
51	CC1(C)Cc2ccccc2C(Nn2cnnc2)=N1
52	Cc1ccc(S(=O)(=O)N2CCCCC2)cc1NC(=O)CCOc1ccccc1
53	O=C(Cn1nnc(-c2ccccc2)n1)Nc1ccccc1N1CCOCC1
54	COC(=O)c1c(C(=O)OC)c(-c2ccccc2)n2c1CS(=O)(=O)C2
Screen / compound no.	49	50	51	52	53	54
PAD4 inh	16*	3	-2	-1	-2	-4
LYPLA1 inh	-4	1	-3	0	0	-3
LYPLA2 inh	0	5	3	-10	5	1
PREPL inhibitor	-5	-23	2	-12	9	-6
GSTO1 counter	2	11	7	-3	4	11
EBNA-1 inhibitor	11	4	3	4	-11	-7
ZTA counter	-1	8	-27	-2	-15	-5
PAFAH2 FP inh	10	-3	-5	7	1	3
PAFAH1B3 FP inh	0	15	6	8	2	5

55	COc1ccc(CCNC(=O)c2ccc([N+](=O)[O-])cc2)cc1
56	COc1ccc(CNC(=O)Cn2c(=O)n(CC(=O)N3CCCCC3)c(=O)c3sccc32)cc1
57	Cc1cc(CSc2ccccc2)ccc1NC(=O)c1ccc(Cl)c([N+](=O)[O-])c1
58	Cc1ccccc1NS(=O)(=O)c1ccc(C(=O)NCCCN2CCCC2=O)cc1
59	CC(C)C(=O)N1c2ccccc2NC2=C(C(=O)CCC2)C1c1ccc(N(C)C)cc1 (stereo not drawn)
60	O=C(CCCSc1ccccc1)Nc1ccc(Cl)c(S(=O)(=O)N2CCOCC2)c1
61	NC(=O)Cn1cc(C(=O)C(=O)N2CCOCC2)c2ccccc21
62	Cc1ccc(-c2c(C#N)c(N)nc3c2CCCC3)o1
Screen / compound no.	55	56	57	58	59	60	61	62
PAD4 inh	-2	-4	-3	-2	2	-3	-4	5
LYPLA1 inh	-1	-3	5	-1	-1	-13	-1	-3
LYPLA2 inh	2	11	13	-5	-1	-24	-1	-1
PREPL inhibitor	15	17	8	0	10	9	-3	3
GSTO1 counter	0	11	4	-5	-4	.	-7	-2
EBNA-1 inhibitor	-6	-1	-4	3	10	.	4	-3
ZTA counter	-5	5	1	14	5	10	8	3
PAFAH2 FP inh	-4	3	-11	-2	7	5	0	-2
PAFAH1B3 FP inh	10	-6	11	2	-2	1	8	7
